High-throughput results from PubChem.
HTR5A ag ctr: HTR5A agonists in luminescence cell assay, primary screen, counter-screen for OPRM1-OPRD1 heterodimer agonist project, full-deck HTS; cell-based; activation, % at 9.3 µM; hit rate 0.61% among 340,000; AID 504692, 2011; in the data active = activation mostly above about 9.5%, no sharp cut-off; inactive = mostly below about 7.6%;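 also: 0% = cells with vehicle only and 100% = reference agonist; strong numbers were not always called active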
Target sequence (P47898 whole entry, looked up): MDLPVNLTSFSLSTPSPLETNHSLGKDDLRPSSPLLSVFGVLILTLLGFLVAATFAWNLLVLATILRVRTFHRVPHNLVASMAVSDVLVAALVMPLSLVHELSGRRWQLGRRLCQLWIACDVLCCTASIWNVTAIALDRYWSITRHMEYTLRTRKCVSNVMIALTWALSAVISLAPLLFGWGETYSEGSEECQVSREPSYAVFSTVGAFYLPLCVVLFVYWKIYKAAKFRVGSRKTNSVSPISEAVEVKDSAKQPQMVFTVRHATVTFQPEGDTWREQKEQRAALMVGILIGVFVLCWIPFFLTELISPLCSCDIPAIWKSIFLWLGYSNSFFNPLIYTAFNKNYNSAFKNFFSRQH
C-LANA FP: inhibitors of KSHV C-LANA binding to DNA, primary screen, biochemical, fluorescence polarization, FAM-LBS DNA, MBP-C-LANA, single point; Kaposi's sarcoma herpesvirus LANA C-terminal domain (residues 932-1162) DNA binding; inhibition, % at 9 µM; hit rate 0.078% among 340,000; AID 504423, 2011;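 active = highest replicate inhibition at or above 60% at 9 µM, even if other replicates fall short; inactive = all replicates below 60% inhibition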;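 also: 0% = neutral control wells and 100% = 4 µM acridine orange control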
Keap1-Nrf2 PPI: Keap1-Nrf2 protein-protein interaction inhibitors, primary screen, biochemical, fluorescence polarization, single point. inhibition, % at 9.4 µM. Kelch-like ECH-associated protein 1 (Homo sapiens), Q14145. hit rate 0.15% among 340,000. Keap1 Kelch-Nrf2 peptide fluorescence polarization, 1536-well; in the data active = inhibition above about 12%;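 also: human Keap1 Kelch domain with fluorescein labeled Nrf2 9mer peptide probe; 0% = neutral control wells and 100% = peptide positive control; higher means more block of Keap1 binding to Nrf2 peptide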
Target sequence (Q14145 whole entry, looked up, the tested form may be a part): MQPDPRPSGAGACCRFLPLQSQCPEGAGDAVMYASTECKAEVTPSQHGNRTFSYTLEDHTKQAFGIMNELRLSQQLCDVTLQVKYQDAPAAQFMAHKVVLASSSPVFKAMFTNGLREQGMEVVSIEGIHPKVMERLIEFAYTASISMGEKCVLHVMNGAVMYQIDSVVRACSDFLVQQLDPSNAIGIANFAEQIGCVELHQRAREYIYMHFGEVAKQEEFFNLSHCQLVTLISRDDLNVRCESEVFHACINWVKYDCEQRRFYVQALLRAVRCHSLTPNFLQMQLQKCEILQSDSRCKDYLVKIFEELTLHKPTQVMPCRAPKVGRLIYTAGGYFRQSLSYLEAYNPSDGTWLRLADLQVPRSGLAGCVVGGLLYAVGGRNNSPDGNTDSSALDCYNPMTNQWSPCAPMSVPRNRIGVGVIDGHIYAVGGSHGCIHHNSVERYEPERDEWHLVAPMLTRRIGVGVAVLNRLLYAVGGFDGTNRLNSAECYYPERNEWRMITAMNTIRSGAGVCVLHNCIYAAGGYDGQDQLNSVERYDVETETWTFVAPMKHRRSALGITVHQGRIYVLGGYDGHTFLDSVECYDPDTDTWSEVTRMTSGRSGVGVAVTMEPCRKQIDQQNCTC
HTR5A inv ag: HTR5A inverse agonists in luminescence cell assay, primary screen, counter-screen for OPRM1-OPRD1 heterodimer inverse agonist project, full-deck HTS. 5-hydroxytryptamine receptor 5A (Homo sapiens), P47898. HTR5A cell line, inverse agonism. inhibition, % at 9.3 µM. hit rate 0.083% among 340,000. AID 504634, 2011; in the data active = inhibition mostly above about 23%, no sharp cut-off; inactive = mostly below about 18%;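 also: 0% = cells with DMSO and 100% = no-cell wells with DMSO; some compounds called inactive have numbers as strong as hits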
cardiac RTF act: cardiac RTF calcium sensitivity activators, primary screen, biochemical, IANBD-TnC fluorescence, EC20 calcium | Troponin I, cardiac muscle (Homo sapiens) + Troponin T, cardiac muscle (Homo sapiens) + … | IANBD-labeled TnC RTF fluorescence at EC20 calcium; 0% EC20 calcium, 100% full calcium | activation, % at 7.2 µM | hit rate 0.24% among 340,000;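 active = activation above the mean over all tested compounds plus 3 SD, cut at about 30% in these data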;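 also: rise in fluorescence read as greater calcium sensitivity of cardiac thin filaments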
RTF Ca sens inh: cardiac RTF calcium sensitivity inhibitors, primary screen, biochemical, IANBD-TnC fluorescence, EC70 calcium. Troponin I, cardiac muscle (Homo sapiens) + Troponin T, cardiac muscle (Homo sapiens) + …. hit rate 0.12% among 340,000. IANBD-labeled cardiac RTF, Ca2+ fluorescence. inhibition, % at 7.15 µM;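 active = inhibition above the mean inhibition of all tested compounds plus 3 SD, cut at about 17% in these data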;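 also: assay run at fixed EC70 calcium of 1.6 mM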
CAL-PDZ inh HTS: untagged CAL PDZ binding inhibitors, primary screen, biochemical, fluorescence polarization, HTS; Golgi-associated PDZ and coiled-coil motif-containing protein (Homo sapiens), Q9HD26; purified CAL PDZ, TMR-peptide fluorescence polarization, 1 h; AID 602252, 2012; hit rate 0.92% among 300,000; inhibition, % at 24.9 µM;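 active = mean inhibition of at least 30% with at least half of replicates also reaching 30%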;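 also: 0% = DMSO neutral control and 100% = excess unlabeled competitor peptide PRC23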
V-ATPase pH: regulators of yeast V-ATPase proton pumping, primary screen, pHLuorin cytosolic pH fluorescence; S. cerevisiae; response, % at 10 µM; hit rate 0.37% among 350,000; in the data active = response mostly above about 7.3%, no sharp cut-off; inactive = mostly below about 5.4%; also: actives read high; inactives centre near 0; some compounds called inactive have numbers as strong as hits; reference of the scale not given here
OPRM1-OPRD1 inv: inverse agonists of MOR-DOR heterodimerization, primary screen, cell-based, luminescence; Mu-type opioid receptor (Homo sapiens) + Delta-type opioid receptor (Homo sapiens), …; cell-based MOR-DOR heterodimer luminescence, inverse agonism; inhibition, % at 9.3 µM; hit rate 0.21% among 340,000; AID 504357, 2011; in the data active = inhibition above about 22%, passing the limit was not always enough;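 also: 0% = cells with DMSO and 100% = wells without cells with DMSO; values of inactives mirror those of a sister screen read the other way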
MOR-DOR ag: agonists of OPRM1-OPRD1 heterodimerization, primary screen, cell-based, luminescence | AID 504326, 2011 | hit rate 0.3% among 340,000 | cells | activation, % at 9.3 µM | Mu-type opioid receptor (Homo sapiens) + Delta-type opioid receptor (Homo sapiens), …; in the data active = activation above about 18%;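 also: 0% = vehicle-treated cells and 100% = reference agonist; values of inactives mirror those of a sister screen read the other way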
The depositor's hits bear a star; . = not tested or not shown.

Structure	HTR5A ag ctr	C-LANA FP	Keap1-Nrf2 PPI	HTR5A inv ag	cardiac RTF act	RTF Ca sens inh	CAL-PDZ inh HTS	V-ATPase pH	OPRM1-OPRD1 inv	MOR-DOR ag
COc1cccc(CSc2nnc(-c3ccc(F)cc3)o2)c1	-1	0.1	-3	-38	2	1	-5	3	-10	1.8
COCC(C)NC(=O)C1CCN(S(=O)(=O)c2ccc3ccccc3c2)CC1 (configuration not stated)	3	.	.	-9	-1	-13	5	1	20	-3.8
Cc1ccc(C(=O)Nc2ccc3c(c2)C(=O)N(C)C3=O)c(C)c1	2	-0.8	-4	-5	11	-1	.	.	1	-0.2
CC(C)Cn1c(N)c(C(=O)COC(=O)c2cccc(F)c2)c(=O)n(C)c1=O	6	1.3	-1	16	3	2	.	-1	-3	0.5
COCCN(CCOC)C(=O)C1CCN(c2ccc(S(=O)(=O)N3CCOCC3)cc2[N+](=O)[O-])CC1	-4	-0.6	-2	-17	2	-1	-1	-1	16	-3.0
c1ccc(-c2nc(N3CCNCC3)nc3ccccc23)cc1	4	0.2	5	-14	-8	-2	.	5	-13	2.3
CCSc1nc(C2CC2)cc(-c2ccco2)c1C#N	-4	0.9	-2	10	-2	-2	.	-4	-9	2.0
OCC[C@H]1C[C@@H](O)[C@H](O)[C@@]2(OCc3ccccc32)O1	9	-0.3	-2	-13	-6	-1	0	0	9	-1.7
CC(=O)[C@H]1CC[C@H]2[C@@H]3CC=C4C[C@@H](O)CC[C@]4(C)[C@H]3CC[C@]12C	1	-2.1	-6	31	0	1	6	-1	0	-0.1
Cc1ccc(C(=O)NNC(=O)CSc2nnc3c(n2)[nH]c2ccc(C)cc23)cc1	0	0.1	-4	6	1	4	0	0	13	-2.2
O=C(Nc1ccc2c(c1)OCCO2)c1cc2sccc2n1Cc1ccc(F)cc1	-1	-0.4	0	-5	-5	-5	-2	5	-6	1.0
COc1ccc(NC(C)=O)cc1NC(C)C(=O)Nc1ccc(S(=O)(=O)N2CCCCC2)cc1 (configuration not stated)	6	2.7	2	-23	-1	-8	.	1	13	-2.4
COc1ccc(S(=O)Cc2ccc(C(=O)NC3CC3)o2)cc1 (configuration not stated)	-5	0.1	-1	5	-4	6	-5	-5	14	-2.7
O=C(NC(=S)Nc1ccccc1Br)c1ccco1	-3	-2.1	-4	7	-1	9	7	0	7	-1.3
CCN(CC(=O)Nc1ccc(Cl)c(S(=O)(=O)N(C)C)c1)CC(=O)NC(C)C	3	0.6	-4	-19	1	-6	-1	1	4	-0.7
Cc1ccccc1-n1cnnc1SCC(=O)N1CCN(c2ccccc2)CC1	-2	1.6	-2	6	-3	-3	-2	0	2	-0.4
O=C(Nc1ccc(N2CCOCC2)cc1)c1cccc(-n2cnnc2)c1	1	-1.1	0	-3	0	4	-1	-2	2	-0.4
Cc1cc(C(=O)NCCc2ccc(Cl)cc2)c2ccccc2n1	2	0.7	0	11	-7	8	-3	1	0	-0.1
CN1C(=O)Cc2cc(S(=O)(=O)N3CCN(c4cccc(C(F)(F)F)c4)CC3)ccc21	3	-0.5	-8	7	2	-6	1	1	-74	15
CCN(CC)S(=O)(=O)c1cccc(C(=O)N/N=C/c2ccc(O)c(O)c2O)c1	1	-1.2	-1	-11	-3	-5	-3	2	0	-0.1
CCn1c(SCC(=O)NC2CCCCC2)nnc1C(CO)NC(=O)c1ccccc1 (configuration not stated)	1	-0.2	1	0	1	11	-3	3	16	-2.9
COc1ccc(/C=C/C(=O)c2ccc(NC3=NCCCS3)cc2)cc1OC	-5	0.2	-1	12	3	-16	-5	-5	-6	1.3
CCc1cc2c(=O)n(CC(C)C)cnc2s1	3	-1.1	-2	9	2	-4	-4	-1	13	-2.5
CCC(=O)N1CCN(c2ccc(OC)cc2[N+](=O)[O-])CC1	3	-0.5	-7	-10	0	-6	0	4	6	-1.2
Cc1ccc(-c2nnn(Cc3nc4ccccc4s3)n2)cc1	2	0.4	1	-4	-1	-8	.	4	-19	3.9
CC(CCCC(C)(C)O)NC(=O)c1ccc2oc(CCc3ccccc3)nc2c1 (configuration not stated)	3	-1.2	-1	-12	8	6	-5	5	9	-1.9
O=C(Nc1ccccc1)c1ccc(-c2ccc(Br)cc2)o1	-3	0.3	1	-10	-1	-7	8	-4	-13	2.6
CCOc1ccc(-n2nc3c(Cl)nnc(C)c3c2C)cc1	3	-1.3	3	2	-5	-2	-3	1	18	-3.6
CC(C)NC(=O)/C(C#N)=C\c1ccc(N(C)C)o1	-2	-39	-119	5	64*	-86	3	-3	1	-0.1
COc1ccc(C(=O)Nc2ccc(N3CCCC3)cc2)cc1OC	4	2.6	-5	-16	-2	5	-2	-1	1	-0.2
CC(=O)c1ccc(Oc2cc(C)nc(-n3nc(C)cc3C)n2)cc1	-3	3.0	-4	6	2	-12	-1	.	9	-1.9
COc1cc(Cl)ccc1OCc1cc(C(=O)NCCCN2CCCC2=O)no1	-1	0.7	-3	15	0	-4	-4	4	16	-3.1
CCC(C(=O)N1CCOCC1)n1nc(C)n2c(cc3cc(C)ccc32)c1=O (configuration not stated)	-4	0.6	-1	2	-4	-5	.	2	11	-2.2
COc1ccc(S(=O)(=O)Cc2ccc(C(=O)O)o2)cc1	-1	1.3	-3	3	-1	-8	0	3	-1	0.2
Cc1ccc(C)c(NC(=O)CN(C)C(=O)C2CCN(C(=O)Nc3ccccc3)CC2)c1	-8	1.2	-7	20	0	-7	0	1	-9	1.3
C=CCOc1ccc(CNn2cn[nH]c2=S)cc1OCC	2	-0.3	5	17	2	-19	.	-2	2	-0.3
C=CCN1C(=O)C(CC(=O)Nc2ccccc2)N(Cc2ccccn2)C1=S (configuration not stated)	-4	-5.8	-5	4	-4	-4	-4	2	-3	0.6
COc1ccccc1CNC(=O)c1ccc(-c2ccccc2Cl)o1	8	0.0	-2	-3	3	4	-5	3	-12	2.0
O=C1COc2ccc(C(=O)COC(=O)c3ncc(Cl)c(Cl)c3Cl)cc2N1	-2	-0.2	-6	12	-4	-19	0	8	-20	3.0
CC(=O)Oc1c(/C=C(\C#N)C(N)=O)[nH]c2ccccc12	4	-23	-18	2	7	-21	0	0	-76	11
Cc1ccc(C(=O)NN2C(=O)c3ccc(S(=O)(=O)c4ccc(C(=O)O)cc4)cc3C2=O)cc1	-2	-1.3	2	16	-1	3	47*	0	14	-2.8
Cc1ccc(NC(=O)Cn2nc(C)cc2C)cc1	3	1.1	2	-4	5	5	-1	1	12	-2.2
CC(C)(C)NC(=O)C(=O)NNC(=O)COc1ccc(Br)cc1	4	0.2	-2	27	-6	3	-1	-1	11	-2.4
CCOC(=O)/C=C1\CN(Cc2cc(OC)c(OC)c(OC)c2)S(=O)(=O)c2ccc(C(F)(F)F)cc21	14	2.4	-6	11	-1	0	1	-3	-2	0.4
COC(=O)c1ccc(NC(=O)NCCCl)cc1	-1	-1.0	-5	3	-2	-4	-6	1	3	-0.6
CC(C)N(C(=O)CSc1nc2ccccc2n1-c1ccccc1)C(C)C	2	0.4	-7	-16	4	-7	.	1	-36	7.0
O=C(CNc1cccc(S(=O)(=O)N2CCOCC2)c1)Nc1cccc(Br)c1	3	2.2	-5	-10	6	-6	-24	-1	-26	4.0
Cc1ccc(NC(=O)c2ccco2)c([N+](=O)[O-])c1	0	0.2	-5	-1	-5	0	-2	0	0	0.0
COC(=O)c1ccccc1NC(=O)c1cc(-c2ccc(O)cc2)on1	-1	-0.3	-2	-11	3	-9	.	-1	11	-2.0
CC(=O)C1C(c2ccc(O)cc2)NC(=O)NC1(O)C(F)(F)F (configuration not stated)	-1	-0.6	-1	2	-3	2	.	-1	4	-0.8
CCn1nc(C)c(NC(=O)CSc2nnc(-c3ccco3)n2C)c1C	-5	-3.0	3	12	3	-3	3	-2	-6	1.0
CN(C)CCNc1ccc(CO)c2sc3ccc(O)cc3c(=O)c12	-1	-11	-10	2	-3	-9	-3	-4	8	-1.9
COc1ccc(C(=O)NCCc2nnc(SCC(=O)Nc3ccc(Br)cc3)n2C)cc1	5	-0.7	-1	-7	-5	1	-6	-1	13	-2.4
COc1ccc(NS(=O)(=O)c2cccc(C(=O)N3CCN(C(=O)c4ccco4)CC3)c2)cc1	4	1.0	-4	-9	-2	-1	-2	-5	11	-2.6
O=C(NNC(=O)c1ccncc1)NC1CCCCC1	5	-1.1	-2	1	8	3	.	1	0	-0.1
COc1ccc(C(=O)NCc2ccc(C)cc2)cc1S(=O)(=O)N1CCCc2ccccc21	2	0.8	-7	-5	6	-5	-1	3	5	-0.8
O=C(CN1CCN(S(=O)(=O)c2ccc(Br)cc2)CC1)Nc1ccccc1F	-1	-0.9	5	-17	0	0	.	6	9	-1.9
O=S(=O)(c1ccc(F)c(F)c1)N1CCC2(CC1)OCCO2	2	6.7	0	-26	2	-3	1	5	7	-1.3
COc1ccc(CNC(=O)NC(C)(C)c2cccc(C(C)(C)NC(=O)NCc3ccc(OC)cc3)c2)cc1	-2	2.3	-6	-9	3	-2	-3	1	12	-2.4
COc1ccc(Nc2nc(OC)nc(N3CCOCC3)n2)cc1	6	-0.2	-2	-17	3	6	9	1	7	-1.3

Next section:
Structure	HTR5A ag ctr	C-LANA FP	Keap1-Nrf2 PPI	HTR5A inv ag	cardiac RTF act	RTF Ca sens inh	CAL-PDZ inh HTS	V-ATPase pH	OPRM1-OPRD1 inv	MOR-DOR ag
COc1ccc(/C=C/c2nc(C#N)c(NCCN(C)C)o2)cc1OC	8	-1.3	0	-31	5	-8	-6	-1	13	-2.7
CCOC(=O)C1CCN(C(=O)CSc2n[nH]c(=O)[nH]c2=O)CC1	-2	1.8	-7	6	-2	-3	-2	2	-4	0.7
COCCN=C1Sc2nc3cc(C)c(C)cc3cc2CN1Cc1cccs1	1	0.5	-1	-15	5	-2	2	-7	12	-2.3
O=C(CSc1nnc(COc2ccccc2F)n1-c1ccccc1)NCc1ccco1	-5	0.8	2	12	5	14	-3	-3	-9	1.8
O=c1cc(-c2cccc(Br)c2)oc2cccc(O)c12	1	-2.2	-2	11	1	-1	-3	3	7	-1.2
Cc1cc2c(cc1S(=O)(=O)NCCc1ccccc1)NC(=O)CO2	4	-1.5	-2	13	0	3	.	1	19	-3.9
Cc1ccc(CC(=O)N2CCN(c3cccc(C(F)(F)F)c3)CC2)cc1	-2	1.6	-2	-5	2	-7	-3	1	-62	11
